4-MU autofl: compound fluoresces in the 4-MU spectral region; compound autofluorescence, 340/450 nm, 4-MU equivalents; stronger effect = higher value; max dye-equivalent concentration, M; 11% of 59,000 active; in the data active = max dye-equivalent concentration above about 10 nM; inconclusive = mostly about 1.1 nM to 9.6 nM
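Compounds in 100 mM Tris, pH 8.0, sat 15 min at room temperature before fluorescence was read at 340 nm excitation/450 nm emission; a per-plate six-point 4-MU standard curve converted signals to dye-equivalent concentration at each compound concentration.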
GFP derepression: epigenetic GFP locus derepression in mouse cells; mouse C127i GFP locus derepression, cytometry, 30 h; Potency, µM (series often up to 46.1 µM), for the others: at the highest dose GFP derepression (activation); 0.09% of 68,000 active; AID 597; also: % of control where 0% means no effect
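Read-out is the number of GFP-positive cells, scored as fluorescent objects 20 to 120 um wide, reflecting derepression of a silenced CMV-GFP reporter in murine C127i cells after 30 h compound exposure at 37 C.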
Caspase-1 inhib: allosteric or competitive inhibitors of human caspase-1. P29466. Caspase-1 enzyme, Ac-WEHD-AFC fluorogenic rate. Potency, µM (titrated, usually from 57.5 µM), for the others: top-dose activity change, negative = inhibition, actives largely listed as inhibitors. 0.03% of 75,000 active;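 also: potency is read from the fitted curve at half-maximal effect; plate controls were vehicle for no effect and no substrate for full effect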
Target sequence (P29466 120-297 limits assumed): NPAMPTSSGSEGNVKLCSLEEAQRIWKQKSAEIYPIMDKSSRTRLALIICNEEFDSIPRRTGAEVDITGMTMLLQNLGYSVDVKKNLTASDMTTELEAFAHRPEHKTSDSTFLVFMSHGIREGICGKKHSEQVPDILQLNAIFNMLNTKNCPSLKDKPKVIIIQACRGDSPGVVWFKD
Target sequence (P29466 317-404 limits assumed): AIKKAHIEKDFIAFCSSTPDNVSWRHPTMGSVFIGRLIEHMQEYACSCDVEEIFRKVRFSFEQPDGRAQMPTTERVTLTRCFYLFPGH
HEK293 cAMP ctrl: counter-screen for TSHR agonists: cAMP increase in parental HEK293. 2.5% of 73,000 active. Potency, µM (titrated, usually from 57.1 µM), for the others: top-dose activation, hits mostly activators. parental HEK293 CNG cAMP sensor, membrane potential fluorescence; also: potency is read from the fitted curve at half-maximal effect; % of control where 0% means no effect; nearly all actives have a fitted effect of over 55% in size
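Parental HEK 293 cells stably expressing a modified CNG channel (no TSHR) report cAMP rise as membrane depolarization. Membrane potential dye with 100 uM RO 20-1724 was loaded for 60 min at room temperature, then compound added for 30 min; fluorescence read at 590 nm.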
A350 fluor: compounds fluorescent in Alexa 350 spectral region | Compound autofluorescence, 340/450 nm, Alexa 350 dye-equivalents; stronger effect = higher value | max dye-equivalent concentration, M | 11% of 59,000 active; in the data active = max dye-equivalent concentration above about 10 nM; inconclusive = mostly about 1.1 nM to 9.6 nM
Fluorescein autfl: compound fluoresces in the fluorescein spectral region; Compound autofluorescence, 480/540 nm, fluorescein-equivalent; stronger effect = higher value; max fluorescein-equivalent concentration, M; AID 593; 0.91% of 59,000 active; in the data active = max fluorescein-equivalent concentration above about 10 nM; inconclusive = between about 1.1 nM and that limit
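Autofluorescence profiling; 100 mM Tris, pH 8.0; incubation 15 min at RT; ex/em 480/540 nm; result as fluorescein-equivalent concentration.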
BRCT inh green: BRCA1 BRCT-phosphoprotein interaction inhibition | BRCA1 BRCT-phosphopeptide binding, green fluorescence polarization | Potency, µM (series often up to 76.9 µM), for the others: at the highest dose activity change, negative = inhibition, actives largely listed as inhibitors | 0.05% of 75,000 active;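 also: potency is read from the fitted curve at half-maximal effect; plate controls were peptide without protein for full effect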
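Compounds were incubated for 12 min at room temperature with a complex of 100 nM fluorescein-tagged pBACH1 decapeptide and 250 nM His-tagged BRCT protein. Buffer was phosphate pH 7.3 with EDTA, DTT and Tween 20. Disruption of binding lowers the polarization signal.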
USP2a inhib: USP2a (human) protease inhibition; USP2a enzymatic assay, qHTS inhibition; Potency, µM (highest dose often 38.3 µM), without a hit: at the top dose activity change, negative = inhibition, actives largely listed as inhibitors; 0.1% of 60,000 active; AID 927;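 also: potency is read from the fitted curve at half-maximal effect; nearly all actives have a fitted effect of over 60% in size; plate controls were DMSO for no effect and NEM full inhibition control for full effect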
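20 nM USP2 core + cpd, 30 min RT; add 20 nM Ub-PLA2/20 uM NBD C6-HPC; read Ex460/Em535 at 0 h and 2.5 h. Normalized to NEM; qHTS curve fit/classification.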
BRCT inh red: disrupts BRCA1 BRCT binding to phosphoprotein, red fluorophore readout; Potency, µM (titrated, usually from 76.9 µM), without a hit: at the top dose activity change, negative = inhibition, usual class: inhibitors; P38398; 0.03% of 75,000 active; BRCT-phosphopeptide binding, red fluorescence polarization; also: % is scaled to controls: 0 for no effect and ±100 for the full control effect
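Fluorescence polarization: 100 nM His-tagged BRCA1 BRCT with 100 nM TAMRA-labelled phospho-BACH1 decapeptide, phosphate buffer pH 7.3 with 150 mM NaCl, DTT, 0.01% Tween 20; 12 min RT. Binding inhibition seen as FP decrease.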
UbGFP stabilizer: ubiquitin-GFP accumulation via proteasome inhibition; 67,000 tested, under 10 active; Ubiquitin-GFP reporter cells, proteasome inhibition, GFP fluorescence; response scale: untreated = 0%, 10 µM MG-132 = 100%; Potency, µM (top dose mostly 45.9 µM), inactives show top-dose activation (GFP accumulation), most hits filed as activators; active = well fitted activation curve with a large enough effect, not every such curve was filed as active; inconclusive = small, poorly fitted or top-dose-only effect, or another doubt; inactive = no such curve, though single readings can be large or run the other way; also: potency is read from the fitted curve at half-maximal effect
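U2OS cells stably expressing ubiquitin(G76V)-GFP, seeded overnight in 0.5% FBS medium, were exposed to compounds (qHTS, 46 uM to 2.9 nM) for 4 hr at 37 °C. GFP-positive cells were counted by laser cytometry (488 ex/515 em), normalized between basal and 10 uM MG-132.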
Casp7 inh: allosteric or competitive inhibitors of human caspase-7. AID 889. 0.02% of 75,000 active. recombinant caspase-7, Ac-DEVD-AFC fluorescence rate. P55210. Potency, µM (highest dose often 57.5 µM), without a hit: at the top dose activity change, negative = inhibition, actives largely listed as inhibitors; active = well fitted inhibition curve with a large enough effect in the main read-out, with a control signal flat, not every such curve was filed as active; inconclusive = small, poorly fitted or top-dose-only effect, or a change in a side signal; also: potency is read from the fitted curve at half-maximal effect; % of control where 0% means no effect
Target sequence (P55210 24-198 limits assumed): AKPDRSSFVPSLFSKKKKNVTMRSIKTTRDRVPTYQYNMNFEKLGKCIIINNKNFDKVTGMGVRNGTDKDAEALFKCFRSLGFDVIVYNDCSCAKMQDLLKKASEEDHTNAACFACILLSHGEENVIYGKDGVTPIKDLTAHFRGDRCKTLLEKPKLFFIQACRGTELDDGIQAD
Target sequence (P55210 207-303 limits assumed): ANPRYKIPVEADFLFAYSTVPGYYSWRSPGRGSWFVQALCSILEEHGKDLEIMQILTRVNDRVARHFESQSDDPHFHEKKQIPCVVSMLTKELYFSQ
* hit, by the source's call; i = inactive; ? = inconclusive; · = not tested or not shown; [ ] = another dose, or the depositor's remark. Unless noted, calls follow the shape of the dose curve; as a rule, active = well fitted curve in the direction sought with a large enough effect; inconclusive = small, poorly fitted or top-dose-only effect, or another doubt; inactive = no such curve, though single readings can be large; an effect the other way counts as inactive or inconclusive. A portion of the library; the hit share may differ from the screen's.

SMILES	4-MU autofl	GFP derepression	Caspase-1 inhib	HEK293 cAMP ctrl	A350 fluor	Fluorescein autfl	BRCT inh green	USP2a inhib	BRCT inh red	UbGFP stabilizer	Casp7 inh
CN(C)c1ccc(-c2nc(N(C)Cc3ccco3)c3ccccc3n2)cc1	i	0%[9.22 µM]	?	-4%	?	i	-1.2%	29%	2.6%	-2%	-23%
CCN(CC)CCn1c(=S)[nH]c2cc(Cl)ccc2c1=O	i	-5%	0%	?	?	?	2.8%	7%	-0.1%	·	-3%
COC(=O)CSc1nnc(CNC(=O)Cc2ccccc2)n1-c1ccccc1OC	i	-1%	2%	5%	i	i	-6.8%	0%	-1.1%	-11%	-3%
CCOC(=O)CC(C(=O)OCC)P(=O)(c1ccccc1)c1ccccc1 (stereo not drawn)	·	-2%	-1%	27%	·	·	-1.1%	8%	1.3%	4%	0%
Cc1c(Br)c(C(F)(F)F)nn1CC(=O)NCCN1CCOCC1	·	6%	-2%	15%	·	·	-2.7%	1%	0.3%	-22%	0%
O=C(O)C1CCCN(S(=O)(=O)c2ccc(Cl)s2)C1 (stereo not drawn)	·	0%	0%	?	·	·	-1.3%	·	0.0%	1%	-2%
CNc1ccnc(-c2c(C)noc2C)n1	i	-5%[9.22 µM]	1%	7%	i	i	-0.7%	-10%	-2.1%	4%	1%
Cc1ccc(C(=O)c2cc(C)sc2NC(=O)CN2CCN(C(=O)c3ccco3)CC2)cc1	i	-2%	1%	-4%	i	i	-2.0%	11%	0.2%	2%	-1%
CCOC(=O)C1=C(CN2CCOCC2)NC(=O)NC1c1cc(C)ccc1C (stereo not drawn)	i	0%	0%	8%	i	i	-0.1%	6%	0.2%	-3%	-3%
CCCCOc1ccc(C2(C(=O)O)CCCC2)cc1	·	-2%	-1%	6%	·	·	-1.1%	5%	2.4%	-7%	0%
Cc1cc2nc(C)n(CCCN)c2cc1C	i	9%	-2%	12%	i	i	-1.7%	4%	-0.7%	-3%	-2%
COc1ccc(C2=NOC(C(=O)N3CCN(c4ccccc4OC)CC3)C2)cc1 (stereo not drawn)	·	·	-2%	0%	·	·	-0.6%	·	1.6%	-8%	1%
COc1cc(OC)c(NC(=O)CCc2nc(-c3ccc(C)cc3)no2)cc1Cl	i	3%	0%	4%	i	i	0.0%	16%	-0.1%	29%	-1%
CCN1CCN(Cc2ccc(NC(=O)Nc3ccccc3Cl)cc2)CC1	·	·	0%	7%	·	·	-1.7%	·	0.6%	3%	1%
CCOC(=O)Cc1nn(CCc2ccccn2)c(=O)c2ccccc12	i	4%	-1%	9%	i	i	-1.6%	6%	-1.2%	3%	3%
COc1ccc(C(=O)N=c2nc3ccccn3s2)cc1	?	2%	-3%	-9%	?	?	-4.5%	-6%	-0.9%	0%	2%
COC(=O)C1C2C=CC3(CN(Cc4ccco4)C(=O)C13)O2 (stereo not drawn)	i	0%	-2%	-1%	i	i	-2.7%	-2%	0.3%	-7%	-2%
Cc1ccc(C(=O)Nc2ccc(S(=O)(=O)N3CCc4ccccc43)cc2)o1	i	2%	-4%	-5%	i	i	1.7%	42%[activator]	0.0%	3%	-8%
CCC1(c2ccc(F)cc2)NC(=O)N(CC(=O)c2ccc[nH]2)C1=O (stereo not drawn)	i	0%	0%	7%	i	i	-0.3%	26%	0.6%	6%	-10%
CC1CCCC(C)N1CCNC(=O)CCn1nc(-c2ccccc2)ccc1=O (stereo not drawn)	i	4%	1%	11%	i	?	-0.7%	9%	0.0%	3%	-2%
Cc1ccccc1NC(=O)c1cccc2nccnc12	i	-3%	-8%	-9%	?	i	4.4%	5%	0.5%	0%	-1%
CSc1nsc(SCCN2C(=O)c3ccccc3C2=O)n1	i	0%	0%	?	i	i	-0.5%	-1%	-0.3%	5%	0%
COc1ccc(CC(=O)c2ccccc2C(=O)O)cc1	i	-1%	0%	6%	i	i	-1.6%	11%	0.2%	-1%	1%
CCC(O)CNc1nc(-n2nc(C)cc2C)nc2sc3c(c12)CCCC3 (stereo not drawn)	?	-2%	1%	21%	?	?	0.9%	4%	1.1%	·	-1%
COc1ccc(C)cc1NC(=O)c1nnn(Cc2cccc(F)c2)c1N	·	·	-1%	2%	·	·	-0.9%	·	0.8%	0%	-2%
C=CCn1c(C)cc(C(=O)COc2nncc3ccccc23)c1C	i	-1%	-3%	12%	i	i	-0.3%	20%	-1.2%	-5%	-1%
CC(C)(C)NC(=O)[C@@H]1C[C@H]2CCCC[C@@H]2CN1C[C@H](O)[C@H](Cc1ccccc1)NC(=O)[C@@H](CC(N)=O)NC(=O)c1ccc2ccccc2n1	i	-1%[20.6 µM]	0%[25.7 µM]	0%[25.6 µM]	i	i	-3.8%[34.4 µM]	94%[activator][17.1 µM]	1.4%[34.4 µM]	-1%[20.5 µM]	-1%[25.7 µM]
COC(=O)c1ccc(NC(=O)CCNS(=O)(=O)c2cccc3nonc23)cc1	i	6%	-1%	-21%	i	i	-0.8%	2%	0.1%	-2%	1%
CN(C)c1ccc(NC(=O)c2cccc(N3C(=O)CCC3=O)c2)cc1	·	2%	0%	-1%	·	·	-7.5%	-1%	-0.7%	-5%	0%
CCC(C)(C)n1nnnc1C(c1ccccc1F)N1CCC(C(N)=O)CC1 (stereo not drawn)	i	-1%	2%	17%	i	?	-1.2%	19%	-1.7%	-7%	2%
O=C(NCC1CCCO1)c1ccc(COCC(F)(F)C(F)F)cc1 (stereo not drawn)	i	0%	3%	-2%	i	i	-3.1%	9%	0.4%	0%	4%
CCN(CC)CCn1c(=S)[nH]c2ccc(Cl)cc2c1=O	?	5%	-4%	25%	?	i	-1.3%	-1%	-0.8%	·	0%
COc1ccc(CN(C(=O)CN2C(=O)COc3ccccc32)C2CCCC2)c(OC)c1	i	-2%	-4%	20µM*	i	i	1.7%	·	-1.3%	-4%	-1%
COc1ccc2[nH]c3c(NCCN4CCCCC4)ncnc3c2c1	5.3e-08M*	2%	-3%	8%	6.5e-08M*	?	-1.6%	-7%	-4.4%	-1%	-1%
CC1(C)c2ccccc2N2CC(=O)NC21/C=C/c1ccco1 (stereo not drawn)	i	-1%	-5%	12%	i	?	5.3%	21%	0.5%	3%	-5%
O=c1c2ccccc2oc2nc(C3CCCCC3)n(Cc3ccco3)c(=O)c12	i	-3%	0%	23%	?	i	0.0%	1%	1.2%	-3%	-1%
CCOc1ccccc1O[C@@H](c1ccccc1)[C@@H]1CNCCO1	·	0%	1%	28%	·	·	-3.2%	·	-0.5%	2%	0%
COc1ccccc1C1N(c2cc(Cl)ccc2OC)C(=O)C2CCCN21 (stereo not drawn)	·	-3%	-1%	17%	·	·	1.0%	·	0.8%	15%	1%
O=C1CN2C(=Nc3ccc(Cl)cc3C2c2ccccc2)CN1 (stereo not drawn)	i	1%	-2%	27%	i	?	-2.6%	3%	2.0%	8%	-3%
Cc1ccc(-n2c(SCC(=O)Nc3ccc4cn[nH]c4c3)nnc2-c2ccco2)cc1	i	-3%	-5%	19%	i	i	2.6%	3%	-0.5%	-14%	-7%
C(=N\c1nccs1)/c1cccnc1	·	·	1%	-2%	·	·	-2.0%	·	-1.8%	·	-2%
COc1ccc(-n2cnnc2SCc2cnc(-c3ccccc3)s2)cc1	i	-1%	-1%	19%	?	?	0.8%	5%	-1.1%	4%	7%
CCOC(=O)C1CCCN(C(=O)C2CC(=O)N(c3ccc(C)cc3)C2)C1 (stereo not drawn)	i	0%	2%	8%	i	i	-0.7%	10%	1.4%	7%	-1%
Cc1ccc(S(=O)(=O)c2c(N)n(/N=C/c3ccco3)c3nc4ccccc4nc23)cc1	i	0%	-1%	11%	i	i	-0.4%	0%	0.7%	2%	-4%
CC(C)[C@H](CO)Nc1nc(Nc2ccc(C(=O)O)c(Cl)c2)c2ncn(C(C)C)c2n1	·	0%	-2%	5%	·	·	-2.9%	·	2.9%	7%	0%
C[Si](C)(C)C#Cc1ccccc1NC(=S)Nc1ccccc1	·	·	-3%	27%	·	·	-0.2%	·	-0.1%	·	-3%
COc1ccc(C2(CCN)CC(C)N(C)CC2C)cc1 (stereo not drawn)	2.2e-08M*	5%	-7%	8%	?	?	-4.9%	-10%	-1.3%	3%	-6%
O=C(Nc1c2c(nn1-c1ccc(F)cc1)CS(=O)C2)C12CC3CC(CC(C3)C1)C2 (stereo not drawn)	i	6%	0%	?	i	i	-1.5%	2%	0.0%	-9%	3%

With a hit mark in 4-MU autofl, among the entries above:
| smiles | 4-MU autofl | GFP derepression | Caspase-1 inhib | A350 fluor | Fluorescein autfl | BRCT inh green | BRCT inh red | Casp7 inh |
| --- | --- | --- | --- | --- | --- | --- | --- | --- |
| COc1ccc2[nH]c3c(NCCN4CCCCC4)ncnc3c2c1 | 5.3e-08M* | 2% | -3% | 6.5e-08M* | ? | -1.6% | -4.4% | -1% |
| COc1ccc(C2(CCN)CC(C)N(C)CC2C)cc1 (stereo not drawn) | 2.2e-08M* | 5% | -7% | ? | ? | -4.9% | -1.3% | -6% |
